SENP1 inh – inhibitors of human SENP1 SUMO protease catalytic domain. actives 0.21% (n = 360,000). recombinant SENP1 catalytic domain, CyPet-SUMO1-YPet FRET cleavage. inhibition, % at 10 µM;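 active = inhibition at least 30% at 10 µM, raw YFP signal under a set limit, fluorescence ratio 0.5 to 1.5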;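 also: 0% = enzyme with DMSO and 100% = no enzyme wells; some results filed as inactive read as strong as hits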
Target sequence (Q9P0U3 419-644 limits assumed): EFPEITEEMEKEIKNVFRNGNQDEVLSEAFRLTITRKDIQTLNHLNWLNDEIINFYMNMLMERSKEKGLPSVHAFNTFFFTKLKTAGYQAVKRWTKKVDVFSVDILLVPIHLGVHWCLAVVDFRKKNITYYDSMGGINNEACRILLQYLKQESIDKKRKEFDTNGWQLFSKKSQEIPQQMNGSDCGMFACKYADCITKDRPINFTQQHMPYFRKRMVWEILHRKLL
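Material – human SENP1 catalytic domain · Input – SENP1 enzyme, 20 pM final · Compound dosing – single concentration of 10 µM compound, 0.5% DMSO final · Timing – enzyme reaction for 50 min at room temperature, dark · Measured by – FRET fluorescence in CFP and YFP emission channels · Control set – no-enzyme wells low, DMSO-plus-enzyme wells high control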
PfG6PD inh – PfG6PD (Plasmodium falciparum) enzyme inhibition | PfGluPho enzyme, NADPH resazurin-diaphorase fluorescence | inhibition, % at 20 µM | actives 0.78% (n = 350,000) | AID 504690;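 active = inhibition reaching at least a set limit at 20 µM in the primary screen, cut at about 59% in these data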;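 also: 0% = DMSO wells with substrate and 100% = DMSO wells lacking glucose-6-phosphate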
MPTP inh – blocks calcium-induced mitochondrial swelling; isolated mouse mitochondria, Ca2+ swelling absorbance, 30 min; inhibition, % at 10 µM; actives 1.4% (n = 360,000); AID 602449;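 active = inhibition of 50% or more, scaled per plate between neutral and stimulator controls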;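 also: 0% = DMSO wells given calcium and 100% = 1 mM EGTA wells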
ATG4B inh – ATG4B (human) cysteine protease inhibition. inhibition, % at 8.33 µM. actives 0.51% (n = 340,000). Q9Y4P1. ATG4B cleavage of LC3-PLA2, NBD-HPC fluorescence, 1 h; in the data active = inhibition above about 40%
Target sequence (Q9Y4P1 whole entry, looked up): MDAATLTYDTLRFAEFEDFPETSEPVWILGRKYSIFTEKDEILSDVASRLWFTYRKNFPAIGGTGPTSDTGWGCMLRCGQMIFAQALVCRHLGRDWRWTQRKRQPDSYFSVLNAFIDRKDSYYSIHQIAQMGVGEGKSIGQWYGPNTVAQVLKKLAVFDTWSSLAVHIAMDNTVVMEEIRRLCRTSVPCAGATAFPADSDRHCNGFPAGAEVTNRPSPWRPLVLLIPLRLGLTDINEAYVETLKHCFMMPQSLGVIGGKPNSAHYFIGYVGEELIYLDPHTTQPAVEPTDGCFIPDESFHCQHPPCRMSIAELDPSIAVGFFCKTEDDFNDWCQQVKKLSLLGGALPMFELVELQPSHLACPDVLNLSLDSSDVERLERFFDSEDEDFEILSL
NR3A LBD binder – NR3A (human) ligand-binding domain modulation; NR3A LBD differential scanning fluorimetry, Tm shift; 0% = protein alone, 100% = glycine-bound protein; Tm shift relative to glycine control, % at 25 µM; actives 2.5% (n = 340,000); AID 1259313;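 active = melting temperature shift of at least 10% of the positive control shift, at one fixed dose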
hIAP activ – human IAP activation; P09923; purified human IAP, CDP-Star luminescence, 30 min; stronger effect = higher value; 1 = vehicle-only enzyme, 0 = enzyme-free background; actives 0.16% (n = 330,000); AID 2524; activation factor at 10 µM;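 active = activation factor of the enzyme at least 2-fold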; also: the source names both 10 and 20 µM as test concentration; values of inactives mirror those of a sister screen read the other way
SENP8 inh – SENP8 (human) protease inhibition. Q96LD8. recombinant SENP8, Nedd8 substrate fluorescence. inhibition, % at 20 µM. actives 0.64% (n = 360,000). AID 602440; in the data active = inhibition mostly above about 40%, no sharp cut-off; inactive = mostly below about 27%
Target sequence (Q96LD8 whole entry, looked up): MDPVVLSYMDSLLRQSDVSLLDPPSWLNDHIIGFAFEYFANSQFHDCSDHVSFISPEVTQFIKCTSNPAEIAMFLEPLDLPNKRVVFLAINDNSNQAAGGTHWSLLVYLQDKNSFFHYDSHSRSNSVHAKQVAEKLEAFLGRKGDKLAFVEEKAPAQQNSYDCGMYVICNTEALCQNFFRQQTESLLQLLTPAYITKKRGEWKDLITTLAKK
SENP6 block – SENP6 protease inhibition. Recombinant SENP6 catalytic domain, aminoluciferin luminescence. inhibition, % at 10 µM. actives 1.8% (n = 330,000). AID 2599;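 active = inhibition above about 50% at the single tested dose, limit read from the data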;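 also: plate controls were DMSO wells with enzyme for no effect and DMSO wells lacking enzyme for full effect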
Active calls of the source: *; / = not tested or not shown.

SMILES | SENP1 inh | PfG6PD inh | MPTP inh | ATG4B inh | NR3A LBD binder | hIAP activ | SENP8 inh | SENP6 block
C/C(CCCO)=N/Nc1ccc([N+](=O)[O-])cc1[N+](=O)[O-] | 2 | 3 | 0.5 | -3 | -1 | 0.91 | 27 | -8
COc1ccccc1CNS(=O)(=O)c1ccc(NC(C)=O)cc1 | 2 | -2 | -1.4 | 1 | 1 | 0.93 | 9 | -8
O=C(CCc1nc2ccccc2c(=O)[nH]1)NNC(=O)c1ccc(F)cc1 | -2 | -6 | 0.7 | -7 | 1 | 1.1 | -9 | 5
CCCCn1cnc2c([nH]c3cc(OC)ccc32)c1=O | 0 | 0 | -4.5 | 2 | -1 | 1.1 | 8 | -19
O=C1C=C(c2cc(F)ccc2F)C[C@@H](c2ccc(Cl)cc2)C1 | 2 | 13 | 0.6 | -3 | -1 | 1 | 13 | 7
Cc1ccc(N2CC(C(=O)OCC(=O)Nc3ccccc3F)CC2=O)cc1 (configuration not stated) | 4 | -4 | -2.0 | -6 | -1 | 1 | 2 | -36
CC1(C)CC(NC(=O)C23CCC(C)(/C(=N/O)C2)C3(C)C)CC(C)(C)N1 (configuration not stated) | 1 | 6 | -3.4 | -6 | 1 | 1.6 | 14 | 4
CCOC(=O)c1c(NC(C)=O)sc(C(=O)NC2CCCC2)c1C | 0 | 3 | 0.0 | -9 | 1 | 1.1 | 3 | -17
COCCCn1c(=S)[nH]c(C)c(C)c1=O | -1 | -11 | 0.7 | 0 | 1 | 1.3 | 16 | 4
COc1cccc(-c2ccc(NC(=O)C3CCCN(Cc4cccc(C)n4)C3)cc2)c1 (configuration not stated) | -1 | 26 | -0.7 | / | / | / | 30 | /
CCCCn1c(N)c(N(CC(C)C)C(=O)Cc2ccc(S(=O)(=O)N3CCOCC3)s2)c(=O)[nH]c1=O | 54 | 2 | -2.7 | -8 | 0 | / | -21 | /
COc1ccc(Br)c(C(=O)NC(C)(C)CO)c1 | 1 | -8 | -0.8 | 10 | -1 | 0.72 | 22 | -1
O=C(Nc1ccc(N2CCCC2)cc1)c1ccccc1[N+](=O)[O-] | 4 | 23 | 0.2 | -1 | 0 | 1 | 35* | 7
COc1ccc(NS(=O)(=O)c2ccc(Cl)c(N)c2)cc1Br | 1 | -4 | 0.9 | -1 | 2 | 0.81 | 0 | -13
CC1CCN(S(=O)(=O)c2ccc(NC(=O)[C@@H]3CCCN3C(=O)c3cccs3)cc2)CC1 | 0 | 3 | 0.1 | -19 | 1 | 0.82 | 11 | -3
COc1ccc(CCNC(=O)c2noc3c2CCCC3)cc1OC | 1 | -4 | 0.1 | 1 | 1 | 0.97 | 8 | 10
Cc1ccc(NC(=S)Nc2ccc3[nH]c(=O)[nH]c3c2)cc1C | -19 | 13 | 1.1 | -6 | -17 | 0.99 | 1 | -13
CNC(=S)N(CCCN(C)C)Cc1cc2cc3c(cc2[nH]c1=O)OCCO3 | -3 | 9 | -2.0 | 0 | 0 | 0.85 | -426 | 11
CC(C)(C)CC(=O)NCCc1csc(-c2ccccc2)n1 | 4 | -4 | 2.5 | -7 | 0 | 1 | 9 | -2
CCOC(=O)C1CCCN(C(=O)c2cc(=O)c3ccccc3o2)C1 (configuration not stated) | 1 | 0 | 1.8 | -15 | 1 | 1.1 | 15 | -10
CC1CCN(Cc2nc(-c3ccc(Cl)cc3)no2)CC1 | 1 | 8 | 1.2 | -1 | 0 | 1 | 13 | 1
CC(=O)c1ccc(C(=O)N2CCc3c([nH]c4ccccc34)C2c2ccccn2)s1 (configuration not stated) | -6 | -2 | -1.0 | 8 | -1 | 0.81 | 16 | 7
COc1cccc(N2CCN(C(=O)C3CCCN(S(=O)(=O)c4cnc[nH]4)C3)CC2)c1 (configuration not stated) | 2 | 6 | -1.0 | -10 | 0 | 0.96 | -436 | -15
COc1ccc(OCC(=O)N/N=C/c2ccc(O[C@@H]3O[C@H](CO)[C@@H](O)[C@H](O)[C@H]3O)cc2)cc1 | 4 | -4 | -2.0 | -3 | 1 | 0.91 | 17 | 8

Reprinted at random: 6 entries already listed
SMILES | SENP1 inh | PfG6PD inh | MPTP inh | ATG4B inh | NR3A LBD binder | hIAP activ | SENP8 inh | SENP6 block
O=C(CCc1nc2ccccc2c(=O)[nH]1)NNC(=O)c1ccc(F)cc1 | -2 | -6 | 0.7 | -7 | 1 | 1.1 | -9 | 5
CC1CCN(Cc2nc(-c3ccc(Cl)cc3)no2)CC1 | 1 | 8 | 1.2 | -1 | 0 | 1 | 13 | 1
O=C1C=C(c2cc(F)ccc2F)C[C@@H](c2ccc(Cl)cc2)C1 | 2 | 13 | 0.6 | -3 | -1 | 1 | 13 | 7
CCOC(=O)c1c(NC(C)=O)sc(C(=O)NC2CCCC2)c1C | 0 | 3 | 0.0 | -9 | 1 | 1.1 | 3 | -17
Cc1ccc(N2CC(C(=O)OCC(=O)Nc3ccccc3F)CC2=O)cc1 (configuration not stated) | 4 | -4 | -2.0 | -6 | -1 | 1 | 2 | -36
Cc1ccc(NC(=S)Nc2ccc3[nH]c(=O)[nH]c3c2)cc1C | -19 | 13 | 1.1 | -6 | -17 | 0.99 | 1 | -13

Continuation:
SMILES | SENP1 inh | PfG6PD inh | MPTP inh | ATG4B inh | NR3A LBD binder | hIAP activ | SENP8 inh | SENP6 block
CCc1cccc2c1NC(=O)C2(O)CC(=O)c1cccs1 (configuration not stated) | 0 | -6 | 0.7 | -3 | -2 | 0.83 | 6 | -24
O=[N+]([O-])c1ccc(S(=O)(=O)NCC(c2ccco2)N2CCc3ccccc3C2)cc1 (configuration not stated) | 1 | 9 | 0.3 | -9 | -7 | 0.96 | 20 | -8
CC(C)c1nnc(NC(=O)c2cccc(-n3cnnn3)c2)s1 | -1 | 76* | -11 | 4 | 1 | 1.1 | 17 | -29
NC(=O)Nc1ccc(C(=O)OCC(=O)Nc2sccc2C(N)=O)cc1 | -4 | 5 | 0.1 | 10 | 32* | 0.82 | -5 | 3
C[N+](C)(C)CC=O | 2 | -1 | -3.0 | 4 | -1 | 0.88 | 0 | 6
COc1cc(CN2CCNC(=O)C2CC(=O)N(C)CCC2CCOCC2)cc(OC)c1 (configuration not stated) | -12 | -17 | -0.7 | -6 | -3 | 1 | -83 | -17
Cc1nn(-c2ccccc2)c(C)c1/C=C/C(=O)OCC(=O)N(C)C1CCS(=O)(=O)C1 (configuration not stated) | -1 | 0 | 1.2 | 1 | -2 | 1.2 | 14 | 1
Cc1ccc(CNC(=O)CC2(CC3=NS(=O)(=O)c4ccccc4N3)CCCC2)cc1 | 2 | 11 | -2.9 | -15 | -5 | 0.98 | 29 | -10
O=C1N/C(=C\c2ccc(O)cc2)C(=O)c2ccccc21 | 15 | 9 | 73* | -4 | 5 | 0.73 | 25 | 96*
CC1CCCC(NC(=S)Nc2ccc(SC(F)F)cc2)C1C (configuration not stated) | 3 | -5 | 103* | 29 | 6 | 1.1 | 25 | -1
COc1cc(C(=O)N2CC(=O)Nc3ccccc32)cc(OC)c1OC | 1 | 2 | -1.0 | / | / | / | 15 | /
Cc1onc(-c2ccccc2)c1C(=O)n1cccn1 | 4 | 8 | -0.3 | -1 | 0 | 1.1 | 15 | -19
CCOc1ccc(NC(=S)N2CCCC2)cc1 | 1 | -5 | 0.9 | -1 | 1 | 1.1 | 11 | 12
Cc1ccc(Nc2nc3nonc3[nH]c2=O)cc1 | 2 | -17 | 9.1 | -6 | -14 | 0.98 | 10 | 36
O=C(Nc1ccc(S(=O)(=O)N2CCCC2)cc1)C1CCCN1C(=O)c1cccs1 (configuration not stated) | 1 | 9 | -0.9 | -9 | 2 | 1 | 2 | 2
O=C(CCCN1C(=O)C(c2ccccc2)Oc2cccnc21)Nc1ccccc1Br (configuration not stated) | -1 | 6 | 0.9 | / | / | / | 2 | /
COc1cc(C(=O)Nc2ccc(S(=O)(=O)N3CCOCC3)cc2)c([N+](=O)[O-])cc1OC | 1 | 7 | 0.4 | -6 | -1 | 0.88 | 7 | -2
CSCC[C@H](NC(=O)CCCn1nnc2ccccc2c1=O)C(=O)O | 4 | -20 | -0.3 | 0 | 0 | 1.1 | 38 | -12
Cn1c(=O)n(C)c2cc([N+](=O)[O-])c(N3CCN(C(=O)c4ccc(F)cc4)CC3)cc21 | 0 | -3 | 0.5 | -8 | 0 | 0.9 | 4 | -11
CCCCC(=O)NC(NC(=O)CCCC)c1ccc(OCC(C)C)c(OC)c1 | -2 | -27 | -1.3 | 1 | -1 | 1.2 | 0 | 12
O=C(CCCCC(=O)NCCCc1ccccc1)NCCCc1ccccc1 | -2 | -9 | -0.6 | 3 | 0 | 1.1 | 2 | -9
CCN(CC)Cc1cc(C(C)=O)ccc1O | 2 | -9 | -0.8 | -6 | 0 | 1.1 | 21 | -14
CC(C)NC(=O)Cn1c(SCC(=O)N2c3ccccc3CC2C)nc2ccccc21 (configuration not stated) | 0 | 5 | -1.7 | -2 | 1 | 1.2 | 22 | -4
O=[N+]([O-])c1ccc(NC2CCCC2)cc1 | -3 | -7 | 2.6 | -10 | 2 | 1.1 | 29 | -2
CCO[C@H]1OC(C(=O)NCc2ccccc2)=C[C@@H](c2ccc3c(c2)OCO3)[C@@H]1CCCO | 2 | 11 | -0.4 | -5 | -2 | 1.1 | 2 | -12
COc1ccc(CN(CC2CCC(C(=O)O)CC2)C(=S)Nc2cc(C)cc(C)c2)cc1 (configuration not stated) | 0 | -19 | 0.8 | 4 | 5 | 1 | 9 | 3
Cc1ccsc1C(=O)NC1CCCN(Cc2ccc(Cl)cc2)C1 (configuration not stated) | -2 | 5 | 0.1 | 27 | 2 | 1.1 | 11 | -16
Cc1cccc(N2CCN(C(=O)C34CC5CC(CC(C5)C3)C4)CC2)c1C | 1 | 13 | 26 | 4 | 3 | 1.1 | 16 | -6
C/C(=N\NC(=O)c1ccc(O)cc1)c1ccc2c(c1)Nc1ccccc1S2 | 70* | 46 | 5.9 | -1 | 21* | 1 | 2 | 2
NS(=O)(=O)c1ccc(CCNC(=O)COC(=O)C2CCCN2C(=O)c2cccs2)cc1 (configuration not stated) | 2 | 6 | 0.1 | -9 | -3 | 0.93 | 16 | -18
Cc1cccc(-n2ncc3c2CCCC3NC(=O)CCN2CCCO2)c1C (configuration not stated) | -1 | -9 | 1.7 | 6 | 0 | 1.2 | 1 | -5
Cc1ccc(-n2c(C)nc3c(cnn3-c3ccc(F)cc3)c2=O)cc1 | 1 | 21 | 1.7 | -5 | 1 | 1.1 | 1 | -5
C=CCC1(CC=C)CCCN1C(=O)C1CCC(=O)N(CCc2ccccc2)C1 (configuration not stated) | -22 | -5 | -0.1 | 24 | -2 | 1.2 | -5 | 19
CCCCn1c(SCC(=O)Nc2nnc(C(C)C)s2)nc2c1c(=O)n(C)c(=O)n2C | 3 | -22 | -1.3 | 0 | -1 | 1 | 16 | -11
Cc1ccc(NC(=O)c2ccc3c(c2)C(=O)N(c2cc(C)ccc2C)C3=O)nc1 | 1 | -11 | 1.9 | 6 | 1 | 0.84 | -22 | -10
O=C(Nc1nnc(S(=O)(=O)N2CCCCCC2)s1)c1ccccc1 | -3 | 33 | 1.9 | 0 | 0 | 1.2 | -122 | 33
CCN(CC)c1ccc(/C=C/c2cccc[n+]2C)c(OC)c1 | 77 | 16 | 28 | 6 | 0 | 0.7 | 25 | 2
COCCN(C(=O)COC(=O)CSc1ccccc1)c1c(N)n(Cc2ccccc2)c(=O)[nH]c1=O | 0 | -3 | -0.1 | 0 | 0 | 1.2 | 9 | -9
CN(C)c1ccc(/C=C/c2nnnn2-c2ccccc2)cc1 | -30 | 11 | -1.1 | 13 | 7 | 0.97 | -278 | 11
O=C(N/N=C/c1ccccc1)C1CCCN1C(=O)c1cc([N+](=O)[O-])cc([N+](=O)[O-])c1 (configuration not stated) | 1 | 12 | -1.1 | -2 | -1 | 0.97 | 8 | 5
Cn1c(=O)cc(SCC(=O)NCCC2=CCCCC2)c2ccc(Cl)cc21 | -2 | 11 | -2.9 | 7 | -8 | 1 | 14 | -1

Assay outcomes from PubChem.
